Bioassay records: PubChem, National Center for Advancing Translational Sciences (NCATS)
HCMV antiviral: blocks human cytomegalovirus replication. activity change, negative = inhibition, % at 57.5 µM. HFF cells, HCMV-luciferase reporter, 72 h; active compounds read low. actives 4.5% (n = 410,000); in the data active means activity change below about -60%; inconclusive means no clear call, values can overlap the other calls; inactive means above about -39%; further: on the % scale 0 is the no-effect control and ±100 the full control effect
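Compounds were evaluated in HFFs infected with an HCMV luciferase reporter virus (MOI 1 PFU/cell). Luciferase in lysates collected 72 h post infection served as the replication measure.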
FBPA Giardia inh: inhibitors of Giardia lamblia fructose-1,6-bisphosphate aldolase; AID 2451; purified Giardia FBPA; actives 0.71% (n = 290,000); Potency, µM (series often up to 59.6 µM), for the others: at the top dose activity, negative = inhibition, usual class: inhibitors; A8B2U2; further: potency means the concentration at half of the fitted maximal effect; on the % scale 0 is the no-effect control and ±100 the full control effect; nearly all actives have a fitted effect of over 55% in size
Target sequence (A8B2U2 whole entry, looked up): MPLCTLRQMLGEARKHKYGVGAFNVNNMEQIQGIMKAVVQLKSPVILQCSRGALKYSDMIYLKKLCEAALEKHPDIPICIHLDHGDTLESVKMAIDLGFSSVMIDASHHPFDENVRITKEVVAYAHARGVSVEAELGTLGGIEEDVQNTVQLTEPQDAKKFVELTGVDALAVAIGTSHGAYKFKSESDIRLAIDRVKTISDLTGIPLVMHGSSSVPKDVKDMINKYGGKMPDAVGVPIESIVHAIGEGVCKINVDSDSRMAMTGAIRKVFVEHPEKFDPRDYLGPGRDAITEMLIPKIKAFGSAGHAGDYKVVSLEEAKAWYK
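40 nM FBPA preincubated 10 min at RT with compound (up to 57.5 uM final), then substrate plus GAPDH/TPI/NAD/arsenate coupling and diaphorase/resazurin added. Fluorescence read after 20 min at RT, 525/598 nm.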
Shiga toxin inh: Shiga toxin inhibition; Vero cells, Shiga toxin protein synthesis inhibition reporter; inhibition, % at 38.7 µM; actives 9.2% (n = 290,000); in the data active means inhibition mostly above about 28%, no sharp cut-off; inactive means mostly below about 43%; further: 0% is about no effect
Cycloheximide cs: affects cycloheximide protein synthesis inhibition readout, counter-screen. max response, %. cell reporter, cycloheximide protein synthesis inhibition counterscreen. actives 12% (n = 300,000); in the data active means max response mostly above about 13%, no sharp cut-off; inactive means mostly below about 14%; further: read at 38.3 µM for the half of the compounds with a filed dose; 0% is about no effect
AmpC inh no detg: blocks E. coli AmpC beta-lactamase in detergent-free assay; AID 485341; Potency, µM (top dose mostly 57.1 µM), for the others: at the highest dose activity change, negative = inhibition, hits mostly inhibitors; P00811; actives 0.52% (n = 330,000); AmpC nitrocefin hydrolysis, absorbance 480 nm, 0.0001% Triton;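 further: potency means the concentration at half of the fitted maximal effect; plate controls were no compound for no effect and no enzyme for full effect; nearly all actives have a fitted effect of over 20% in size; some results filed as inactive show a strong effect at the top dose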
Target sequence (P00811 whole entry, looked up): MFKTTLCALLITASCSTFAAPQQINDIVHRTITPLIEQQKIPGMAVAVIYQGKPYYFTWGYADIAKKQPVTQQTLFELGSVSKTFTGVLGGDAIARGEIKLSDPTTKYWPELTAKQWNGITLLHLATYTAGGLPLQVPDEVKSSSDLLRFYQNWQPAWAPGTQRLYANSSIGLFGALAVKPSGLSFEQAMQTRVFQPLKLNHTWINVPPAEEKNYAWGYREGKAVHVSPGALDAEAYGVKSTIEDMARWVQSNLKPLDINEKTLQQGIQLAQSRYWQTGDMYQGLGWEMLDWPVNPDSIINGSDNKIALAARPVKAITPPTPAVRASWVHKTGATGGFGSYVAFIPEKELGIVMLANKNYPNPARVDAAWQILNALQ
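20 mM phosphate pH 7.0 + 0.01% (detergent screen) or 0.0001% Triton X-100; 5.3 nM AmpC reagent; cpd preinc 15 min RT; nitrocefin (800 uM stock) to start; A480 q20 s × 4 min; Activity was normalised to no-enzyme and no-compound control wells.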
AMA1 RON2 block: disrupts binding of P. falciparum AMA1 to RON2 | AlphaScreen AMA1-biotinylated RON2 peptide binding | Potency, µM (titrated, usually from 58.2 µM), for inactives: at the highest dose activity change, negative = inhibition, actives largely listed as inhibitors | actives 0.2% (n = 360,000);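 further: potency means the concentration at half of the fitted maximal effect; 0% = vehicle wells and -100% = peptide control; nearly all actives have a fitted effect of over 45% in size; some results filed as inactive show a strong effect at the top dose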
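AMA1 (3D7) with his tag at 25 nM final met compounds first, then biotinylated RON2 peptide at 25 nM; detection used donor plus acceptor beads, 10 µg/mL apiece, read by AlphaScreen after 30 min at room temperature.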
AmpC inh detg: blocks E. coli AmpC beta-lactamase in detergent assay. actives 0.041% (n = 370,000). Potency, µM (top dose mostly 114 µM), inactives show at the top dose activity change, negative = inhibition, usual class: inhibitors. P00811. AmpC hydrolysis of nitrocefin, absorbance 480 nm, 0.01% Triton;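 further: potency means the concentration at half of the fitted maximal effect; 0% = no-compound wells and -100% = no-enzyme wells; nearly all actives have a fitted effect of over 25% in size; some results filed as inactive show a strong effect at the top dose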
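20 mM phosphate pH 7.0 + 0.01% (detergent screen) or 0.0001% Triton X-100; 5.3 nM AmpC reagent; cpd preinc 15 min RT; nitrocefin (800 uM stock) to start; A480 q20 s × 4 min; Activity was normalised to no-enzyme and no-compound control wells.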
The depositor's hits bear a star; ? = inconclusive; . = no result given; & = joins results of further samples; [ ] = dose if it differs, or a comment. Unless noted, the call rests on the fitted dose curve; in most records, active means well fitted curve in the direction sought with a large enough effect; inconclusive means small, poorly fitted or top-dose-only effect, or another doubt; inactive means no such curve, though single readings can be large; an effect the other way counts as inactive or inconclusive.

Fields – HCMV antiviral | FBPA Giardia inh | Shiga toxin inh | Cycloheximide cs | AmpC inh no detg | AMA1 RON2 block | AmpC inh detg
COc1ccc(-c2cn(-c3ccccc3)c3[n+]2CCS3)cc1
    -99.8* | 2.0%&-1.4% | 17.8&8.0 | 1.6&-3.3 | -27.7%&-5.5% | 20.0%&16.3% | -5.8%&-9.9%
Cc1ccc(-n2c(C)cc(/C=N/NC(=O)c3ccc(CN4CCOCC4)cc3)c2C)cc1
    ? | -5.2%[12.9 µM] | -13.9 | 8.7 | 126.8%[activator] | 8.0% | -2.4%
CN1C(=O)Cc2cc(S(=O)(=O)NCCc3ccc(Cl)cc3)ccc21
    33.1&0.0 | 21.6% | -5.2 | -2.7 | -5.2% | -5.7% | 5.1%&22.2%
N#C/C(=C/c1ccc(-c2ccc(S(N)(=O)=O)cc2)o1)c1nc2ccccc2s1
    ? | 4.4% | -2.8 | -1.6 | -9.6% | -6.5%[11.6 µM] | -12.5%
COCCCN(Cc1ccco1)C(=O)CSc1nc2ncccc2[nH]1
    -23.5 | . | 9.9 | 1.1 | -12.1% | -1.7% | 5.2%
CSc1nc(-c2ccccc2)nn1C(=O)c1ccc(C)cc1
    60.0 | 1.4% | 64.6 | 15.5* | -16.9% | 0.3% | -10.9%
O=C1C2CCCN2C(c2cccs2)N1c1ccc(F)cc1 (stereo not drawn)
    -15.9 | 1.6% | 8.6 | 2.9 | 2.8% | 13.9% | 2.1%
CC(NC(=O)COC(=O)C1CC2CCCC(C1)C2=O)c1ccccc1 (stereo not drawn)
    -8.0 | . | . | . | -19.2% | 8.3% | -2.0%
CCOC(=O)CCC(=O)NCc1ccc2[nH]c(C)cc2c1
    5.2 | -23.0% | 16.2 | -1.8 | -20.9% | 1.2% | ?
O=S(=O)(Nc1nnc(-c2ccccc2)s1)c1ccc(Cl)cc1
    39.2 | 12.7% | 17.5 | 17.6 | . | -0.3% | -0.4%
CCOc1ccc(-n2c(Cc3cc(=O)[nH]c(=O)[nH]3)nnc2SC(C)C)cc1
    -18.6 | -8.7% | 2.5 | 2.1 | 2.2% | 6.5% | ?
COc1ccc(Cn2c(CCC(=O)Nc3ccccc3)nc3cccnc32)cc1
    -11.8 | 0.2% | -18.5 | -2.7 | 0.4% | -5.1% | 2.5%
CC(=O)c1sc(NC(=O)C2CC(=O)N(Cc3ccccc3)C2)nc1-c1ccccc1 (stereo not drawn)
    -15.0 | . | . | . | 97.7%[activator] | -14.8% | 0.0%
CCn1cc(C(=O)O)c(=O)c2cc(F)c(N3CCN(C(=S)NC(=O)c4cc(OC)cc(OC)c4)CC3)cc21
    -11.8 | 14.1% | -11.3 | -4.5 | 3.6% | 107.6%[activator] | -10.8%
COc1ccc(C(=O)Nn2c(C)nc3ccccc3c2=O)cc1Br
    -7.6 | 9.1% | 11.9 | -3.9 | -21.9% | 1.2% | -13.6%
O=C(CN(Cc1ccccc1F)C(=O)c1csnn1)NCc1ccc2c(c1)OCO2
    -15.7 | 9.4% | 15.7 | 4.2 | -13.6% | -3.9% | 4.1%
COc1ccc(CCN(Cc2cc3ccc(C)cc3[nH]c2=O)C(C)=O)cc1OC
    0.9 | -3.5% | -5.1 | -2.6 | 3.2% | -8.1% | 0.1%
CN(CCCN1CCCCC1)C(=O)CCc1nnc(C2CCCCC2)o1
    -5.8 | -0.4% | 8.6 | -3.0 | 6.5% | -2.0% | 2.7%
Cc1cc(Cl)c2oc(C(=O)N(C)C(C)c3ccccn3)c(C)c2c1 (stereo not drawn)
    29.4 | . | 50.1* | 28.7* | 138.7%[activator] | -6.2% | 3.5%
COc1ccc(C(C)NC(=O)Cc2ccc(Br)cc2)cc1 (stereo not drawn)
    -9.7 | -2.4% | -16.7 | 2.6 | -11.2% | -0.5% | ?
CC(=O)Nc1ccc(NC(=S)Nc2ccccc2)cc1
    -1.2 | -7.6% | -4.7 | 1.2 | -3.4% | -8.4% | ?
O=C1/C(=C\c2cccnc2)Sc2ccccc21
    -24.6 | 0.0% | -9.2 | -2.4 | -23.7% | ? | -6.9%
CC(C)c1ccc(NC(=O)CCNS(=O)(=O)c2cccc3nonc23)cc1
    -10.0 | -6.5% | 13.5 | -2.7 | -9.1% | 13.9% | ?
Cc1ccc(OCC(=O)NC(=S)Nc2ccc(Br)cn2)cc1
    27.4 | -16.6% | 9.0 | 8.5 | -10.7% | 19.7% | 1.4%
COc1cc(/C=C2/C(=O)N(C)C(=S)N2C)ccc1OCc1cccc(F)c1
    -67.6* | 1.7% | 2.7 | -1.6 | -12.1% | -8.9% | -4.8%
Cc1nnc(SCC(=O)NCc2ccc3c(c2)OCO3)s1
    -31.7 | 0.0% | 26.3 | 2.5 | -10.8% | -6.2% | 2.7%
Cn1c2ccccc2c2nnc(SCC(=O)Nc3ccccc3F)nc21
    3.8 | -3.9% | . | -1.4 | -18.1% | 4.5% | -15.4%
Cc1c(Cc2ccccc2)c(=O)oc2c(C)c(OCc3nn[nH]n3)ccc12
    -15.6 | 20.5% | -8.9 | -4.2 | -20.9% | 4.6% | -11.0%
Cc1cccc(C(=O)Nc2ccc(NC(=O)CN3CCOCC3)cc2)c1
    1.4 | 4.0% | 6.2 | -2.0 | -9.7% | -5.6% | ?
O=C(CSc1n[nH]c(-c2ccccc2Br)n1)NC(=O)NCc1ccco1
    25.8 | -22.7% | -7.4 | 12.0 | -43.7% | 0.2% | ?
CC(CN(C)Cc1ccccc1)OC(=O)C1COc2ccccc2O1 (stereo not drawn)
    -6.3 | -9.6% | 2.9 | 20.6 | 20.0% | 7.5% | -4.1%
COc1cc(C(=O)Nc2cnc(NC(=O)C(C)C)cc2C)cc(OC)c1OC
    21.2 | -0.2% | -8.0 | -1.2 | -15.9% | -16.7% | ?
COc1ccc(CCC(=O)Nc2nc3ccccc3[nH]2)cc1
    32.4 | 1.0% | 42.2 | 18.8* | -1.5% | -1.1% | ?
CC(C)[C@H](N)C(=O)N1CCC(C(=O)N[C@@H](Cc2ccccc2)C(=O)NCc2ccc(F)cc2)CC1
    26.2 | -27.6% | -2.7 | -2.5 | 27.4% | 9.3% | 2.1%
CCCCOc1ccc(C2C(=O)N(C3CCCCC3)CC(=O)N2CC2CCCO2)cc1 (stereo not drawn)
    3.7 | 0.4% | -12.7 | -3.3 | 171.9%[activator] | -0.8% | -3.4%
CC(N)C(=O)c1ccco1 (stereo not drawn)
    -68.4* | -2.8% | -6.8 | -4.6 | -18.7% | 8.0% | -12.3%
CS(=O)(=O)c1ccccc1-c1nnc(NC(=O)c2ccc3ncsc3c2)o1
    5.1 | . | . | . | -28.3% | 105.6%[activator] | 5.5%
CCOc1cc(C(=O)Nc2cc(C)ccn2)cc(OCC)c1OCC
    -94.5* | 19.8% | 14.2 | 7.0 | 19.3% | 10.9% | ?
COc1ccc(C(=O)/C=C/c2cc(C(=O)O)cc3c2OCOC3)c(O)c1
    -3.0 | -1.6% | 2.1 | 5.1 | -31.7% | -15.4% | ?
COC(=O)c1cn(NC(=O)Cc2cccc(C(F)(F)F)c2)c(=O)c2ccccc12
    22.7 | 6.3% | -5.4 | -1.1 | -11.3% | -10.5% | 1.4%
CC(=O)c1cccc(N(C(=O)CS(=O)CC(=O)Nc2ccc(F)cc2)C(C(=O)NC2CCCCC2)c2ccc(C)o2)c1 (stereo not drawn)
    -19.6 | -2.0% | -10.6 | -1.2 | -10.3% | -19.4% | -14.0%
CC(=O)Nc1ccc(S(=O)(=O)NCC(CCC(=O)O)C(F)(F)F)cc1 (stereo not drawn)
    -19.4 | 0.9% | -4.1 | -3.5 | -8.1% | -1.8% | ?
CN(C(=O)COC(=O)c1sc2ccccc2c1Cl)C1CCCCC1
    31.6 | 2.8% | 54.7* | 17.3 | -16.9% | 3.6%[2.32 µM] | -0.1%
O=c1n(Cc2ccccc2)c2cc(Cl)cnc2n1Cc1ccccc1
    12.8 | 11.3% | -6.4 | 6.0 | -19.2% | 30.4%[activator] | -0.7%
Cc1cnc(C(=O)OCC(=O)c2cc(C)n(C)c2C)cn1
    13.6 | -7.6% | 26.0 | 12.4 | -16.6% | 7.1% | -12.2%
O=C(C1CC(Cl)CN1S(=O)(=O)c1ccc(Cl)cc1)N1CCOCC1 (stereo not drawn)
    -14.7 | 0.3% | -5.0 | -1.6 | -17.9% | 14.5% | -8.5%
CCN(CC)S(=O)(=O)c1ccc(N=Nc2c(N)[nH]c(=O)[nH]c2=O)cc1
    -7.3 | 1.0% | 10.1 | -0.2 | -17.4% | -6.7% | -19.3%
C/C(CC1(O)C(=O)N(Cc2ccccc2)c2ccccc21)=N\O (stereo not drawn)
    45.7 | 12.3% | 11.3 | -2.2 | . | -11.0% | 9.5%
CC(CNC(=O)c1ccc(N)cc1)NC(=O)c1ccc(N)cc1 (stereo not drawn)
    -15.5 | 0.1% | -7.2 | 5.3 | -5.2% | 0.8% | -0.7%
O=C(CN1CCN(c2ncccn2)CC1)Nc1ccccc1-n1cccc1
    -21.4 | ? | 8.5 | 3.1 | 60.8%[activator] | -28.9% | 2.1%
CCN1C(=O)C2C(c3ccc(O)c(OC)c3)NC(C)(C(=O)OC)C2C1=O (stereo not drawn)
    4.0 | 0.3% | -8.2 | -4.7 | -4.3% | -9.5% | ?
COc1cc(C(=O)OCC(=O)Nc2cc(C)on2)cc(OC)c1OC
    23.0 | . | -15.9 | 1.3 | -20.9% | -5.9% | -0.1%
CCC(C(=O)NCCCN1CCCC1=O)n1c2ccccc2c2nc(=O)cc(C)n21 (stereo not drawn)
    -17.6 | . | -5.0 | -8.5 | 4.3% | 6.3% | -6.1%
Fc1ccc(CN2CCN(C(=S)NCCc3ccccc3)CC2)c(Cl)c1
    43.2 | -4.9% | -14.2 | -3.1 | -3.3% | 1.3% | -8.6%
COc1ccccc1OCC(O)CNCc1ccc2c(c1)OCO2 (stereo not drawn)
    24.7 | 0.6% | 15.5 | -0.7 | -9.0% | 2.3% | 4.1%
CCCCN(c1ccccc1)S(=O)(=O)c1cccc2cccnc12
    -26.4 | -2.9% | -10.4 | -1.1 | 5.6% | -6.9% | -7.2%
CCCN(CC(=O)Nc1cc(C)on1)CC(=O)Nc1ccc(F)c(F)c1F
    0.0 | . | . | . | 8.6% | 104.2%[activator][11.6 µM] | .
COc1ccc(C(C(=O)NC(C)(C)C)N(CCO)C(=O)CCC(=O)Nc2cc(C)on2)cc1 (stereo not drawn)
    -0.1 | 2.9% | -13.5 | -5.4 | 0.0% | 19.1% | -4.0%

Among those listed so far, two contain a thiophene ring, fused or not:
Fields – HCMV antiviral | FBPA Giardia inh | Shiga toxin inh | Cycloheximide cs | AmpC inh no detg | AMA1 RON2 block | AmpC inh detg
O=C1C2CCCN2C(c2cccs2)N1c1ccc(F)cc1 (stereo not drawn)
    -15.9 | 1.6% | 8.6 | 2.9 | 2.8% | 13.9% | 2.1%
CN(C(=O)COC(=O)c1sc2ccccc2c1Cl)C1CCCCC1
    31.6 | 2.8% | 54.7* | 17.3 | -16.9% | 3.6%[2.32 µM] | -0.1%
